PfHsp90 set2 = reduces growth (ATP signal) of yeast expressing P. falciparum Hsp90; S. cerevisiae expressing PfHsp90, BacTiter-Glo ATP, 48 h; yeast lacking PDR1 and PDR3 efflux regulators; inhibition, % at 9.4 µM; hit rate 0.32% among 310,000;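 active = every replicate shows inhibition above about 80%, whatever the replicate mean, limit read from the data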;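 note: 0% = DMSO neutral controls and 100% = 20 µM radicicol positive controls; yeast relying on Plasmodium falciparum Hsp90 in place of its own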
PKA-R2B activ = activators of human PKA-R2B complex; PKA-R2B holoenzyme dissociation, Cy5-IP20 fluorescence polarization; R2B truncated from residue 108, S112A mutant; 0% DMSO only, 100% 113 µM cGMP; activation, % at 11.4 µM; hit rate 0.079% among 340,000; AID 504700; P22694+P31323;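 active = activation above a cutoff set at the mean over all compounds plus 3 SD, cut at about 18% in these data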;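 note: higher means more holoenzyme dissociation and a rise in polarization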
Target sequence (P31323 whole entry, looked up, other chains not shown, the tested form may be a part): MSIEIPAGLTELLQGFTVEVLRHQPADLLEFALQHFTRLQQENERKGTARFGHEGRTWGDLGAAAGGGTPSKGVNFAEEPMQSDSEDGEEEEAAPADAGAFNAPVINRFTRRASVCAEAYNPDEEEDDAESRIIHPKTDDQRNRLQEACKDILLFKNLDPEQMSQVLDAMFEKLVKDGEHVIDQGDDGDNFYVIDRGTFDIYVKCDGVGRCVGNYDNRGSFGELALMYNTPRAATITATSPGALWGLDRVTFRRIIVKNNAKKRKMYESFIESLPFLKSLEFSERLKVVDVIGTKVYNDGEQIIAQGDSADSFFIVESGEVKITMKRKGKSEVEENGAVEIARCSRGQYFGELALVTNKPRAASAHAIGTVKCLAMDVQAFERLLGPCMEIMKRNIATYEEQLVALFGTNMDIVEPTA
Ecoli viability = counter-screen for AddAB inhibitors: E. coli growth inhibition | AID 449728 | hit rate 0.27% among 330,000 | inhibition, % at 11.9 µM | E. coli V3065 growth, OD600 absorbance, 18 h;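 active = inhibition above the campaign's mean inhibition across all tested compounds plus 3 SD, cut at about 9.9% in these data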;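 note: uninfected addAB+ strain grown without phage in ampicillin broth; 0% = DMSO wells and 100% = ciprofloxacin 0.95 µg/ml wells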
MOR-DOR inv ag = mu-delta opioid heterodimer inverse agonism | P35372+P41143 | cell-based MOR-DOR heterodimer luminescence | inhibition, % at 9.3 µM | hit rate 0.21% among 340,000 | AID 504357; in the data active = inhibition above about 22%, passing the limit was not always enough;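 note: 0% = cells with DMSO and 100% = wells without cells with DMSO; values of inactives mirror those of a sister screen read the other way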
PKA-R1A activ = activates the PKA-R1A holoenzyme complex. activation, % at 11.4 µM. hit rate 0.083% among 340,000. P00514+P68181. AID 504707. PKA-R1A dissociation, Cy5-IP20 fluorescence polarization; scaled: DMSO 0%, 113 µM cGMP 100%;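 active = percent activation above the mean of all tested compounds plus 3 SD, cut at about 19% in these data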;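 note: higher means more PKAc released from R1A so a rise in polarization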
SUMO Mot1 rescue = blocks SUMOylation pathway, rescuing yeast Mot1-301 growth. S. cerevisiae Mot1-301 growth rescue, ATP luminescence, 38.5C; percent above DMSO median, 100 means doubled. growth rescue, % at 18.8 µM. hit rate 1% among 320,000. AID 2716;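 active = every valid replicate shows activation above 250% relative to neutral control wells; inactive = the rest, any valid replicate at or below 250%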;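 note: OY570 slx delta 5 strain wells were the positive control but not used for scaling; some compounds called inactive have numbers as strong as hits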
OPRM1-OPRD1 ag = OPRM1-OPRD1 heterodimerization agonism | cells, luminescence | hit rate 0.3% among 340,000 | AID 504326 | activation, % at 9.3 µM | P35372+P41143; in the data active = activation above about 18%;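 note: 0% = vehicle-treated cells and 100% = reference agonist; values of inactives mirror those of a sister screen read the other way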
HTR5A inv ag = HTR5A inverse agonism, opioid heterodimer counter-screen | P47898 | inhibition, % at 9.3 µM | HTR5A cell line, luminescence | hit rate 0.083% among 340,000; in the data active = inhibition mostly above about 23%, no sharp cut-off; inactive = mostly below about 18%;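 note: 0% = cells with DMSO and 100% = no-cell wells with DMSO; some compounds called inactive have numbers as strong as hits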
Target sequence (P47898 whole entry, looked up): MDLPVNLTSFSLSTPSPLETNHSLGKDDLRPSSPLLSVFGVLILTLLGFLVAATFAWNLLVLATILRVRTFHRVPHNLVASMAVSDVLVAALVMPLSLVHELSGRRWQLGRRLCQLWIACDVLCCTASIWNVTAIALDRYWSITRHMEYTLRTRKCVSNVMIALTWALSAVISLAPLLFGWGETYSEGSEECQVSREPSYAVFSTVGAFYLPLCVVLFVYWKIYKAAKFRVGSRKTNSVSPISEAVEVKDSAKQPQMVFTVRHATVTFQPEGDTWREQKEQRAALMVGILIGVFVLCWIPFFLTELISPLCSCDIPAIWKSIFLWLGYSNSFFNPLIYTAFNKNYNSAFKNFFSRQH
phage Ecoli inh = E. coli growth loss with phage present; growth absorbance; inhibition, % at 11.9 µM; hit rate 0.26% among 360,000; in the data active = inhibition above about 11%
Tat transport = blocks Tat-dependent protein export in E. coli. E. coli MC4100 TorA-mCherry Tat export, fluorescence. inhibition, % at 10 µM. hit rate 0.036% among 340,000. AID 488895;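 active = mean replicate inhibition at least 50% and at least half of replicates individually reaching 50%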;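 note: exported cargo escapes ClpAP degradation while cytoplasmic cargo is degraded and loses fluorescence; 0% = median of neutral control wells and 100% = median of NaSCN control wells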
AddAB inh = less growth of phage-infected E. coli with AddAB. E. coli expressing H. pylori AddAB, absorbance growth. AID 435030. inhibition, % at 11.9 µM. hit rate 0.29% among 330,000; in the data active = inhibition above about 12%;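 note: 0% = vehicle wells of infected cells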
* hit, by the source's call; . = not tested or not shown. Compounds as they come; about 2.2% have a hit in one of these screens.

molecule,AddAB inh,PKA-R2B activ,MOR-DOR inv ag,phage Ecoli inh,Ecoli viability,PfHsp90 set2,PKA-R1A activ,Tat transport,SUMO Mot1 rescue,OPRM1-OPRD1 ag,HTR5A inv ag
O=C(NC(=O)c1csnn1)Nc1ccccc1Cl,-0.2,-4,8,4.3,-0.7,0,7,7,-9,-1.4,-8
O=C(c1ccco1)N1CCN(C(=O)c2ccccc2Oc2ccccc2)CC1,0.2,-4,20,2.5,-1.3,7,-5,1,181,-3.6,-13
Cc1cc2c(cc1C)NC(=O)CC(c1ccccc1)=N2,.,-6,-3,4.4,.,-10,2,5,.,0.8,-5
C/C(=N\NC(=O)c1c(Cl)c(C)nn1C)c1cccc(NC(=O)COc2ccc(Cl)cc2)c1,-0.9,1,1,0.8,0.4,-5,-16,15,-21,-0.1,-2
COc1ccc([N+](=O)[O-])cc1NC(=O)c1cc(C)c(C)o1,-0.2,4,-22,5.4,-1.1,-7,0,0,8,3.1,5
CC(C(=O)Nc1nc2ccccc2s1)n1cc([N+](=O)[O-])cn1 (centres undefined),1.0,-4,4,1.6,-3.1,-3,-5,-3,-10,-0.9,11
Cn1c(C(=O)O)c(CC(=O)Nc2ccccc2F)c2ccccc21,0.6,-4,5,0.2,-1.5,27,-13,0,-1,-1.0,3
CCOC(=O)/C=C(/C)N1N=C(c2ccc(OC)cc2)CC1c1cccc([N+](=O)[O-])c1 (centres undefined),2.9,7,-8,-0.1,0.2,-35,-1,4,-2,1.5,-9
CCc1nccn1S(=O)(=O)c1ccc(C)c(C)c1,3.5,-15,2,2.7,-2.5,-19,-4,10,-24,-0.5,-17
Cc1cccc(C)c1NC(=O)CN(C)C(=O)C(c1ccccc1)c1ccccc1,-2.7,-9,-5,3.0,2.1,-12,0,1,-4,0.7,18
Brc1ccc(CNc2cc3c(cc2Br)OCCO3)cc1,0.8,-8,0,5.0,-0.6,15,6,11,-4,0.0,12
CSc1cc(/C=N/O)c(SC)s1,3.9,-7,1,-2.0,-0.3,-34,-7,3,-5,-0.2,7
CS(=O)(=O)N1CCC2(CC1)OCCN2S(=O)(=O)c1ccccc1,-1.4,-2,6,0.4,0.8,.,10,-1,243,-1.0,-21
COc1ccc(CN(C)CC(=O)NC(C)c2ccccc2)cc1OC (centres undefined),5.5,5,5,1.1,0.1,.,-6,2,5,-1.1,9
COc1ccc(CCNCCC(=O)Nc2c(C)cc(C)cc2C)cc1OC,0.0,7,6,2.3,-2.8,18,-3,-4,5,-1.2,12
CC1CCC(CN2CCN=C2N(C)C)CC1 (centres undefined),5.4,-5,12,-0.6,-1.3,-1,-7,-4,-3,-2.1,31
COc1ccccc1-c1ocnc1C(=O)N1CCN(S(=O)(=O)c2ccc(NC(C)=O)cc2)CC1,5.5,1,1,2.5,1.1,-25,0,-6,-10,-0.2,-6
CS(=O)(=O)N(CCc1ccccc1)CC(=O)NCc1cccnc1,2.9,-9,19,1.8,-0.3,6,-5,4,854*,-4.1,-11
CCOC(=O)c1cc(OC(=O)c2cccs2)n(-c2ccccc2)n1,0.5,4,4,.,-0.7,-21,2,0,0,-0.8,8
COc1ccc(-c2cc(Cl)cc3c(=O)c4ccccc4n(C)c23)cc1F,2.1,0,15,1.4,1.2,2,-11,-4,-2,-2.7,11
COC(=O)c1ccccc1NC(=O)C(=O)NCc1ccncc1,-0.5,-1,4,4.4,1.3,-11,21*,5,16,-0.5,-6
O=C(NC1CCCC1)C(c1ccc(F)cc1)N(Cc1ccc(F)cc1)C(=O)CCl (centres undefined),4.1,-5,14,2.4,-0.7,9,-4,5,-5,-2.5,-20
CC(=O)N(Cc1ccc(Br)cc1)c1ccccc1C(=O)O,2.7,3,10,-2.8,0.3,11,-13,-2,6,-1.9,2
CC1(C)S/C(=N/N=C/c2ccco2)NC1=O,1.8,-7,16,2.2,0.5,21,-21,-5,10,-3.1,-9
Cc1c(O)ccc2c(CN3CCOCC3)cc(=O)oc12,0.4,-5,14,2.6,0.9,-27,-11,-5,5,-2.6,-27

Remaining list, next part
molecule,AddAB inh,PKA-R2B activ,MOR-DOR inv ag,phage Ecoli inh,Ecoli viability,PfHsp90 set2,PKA-R1A activ,Tat transport,SUMO Mot1 rescue,OPRM1-OPRD1 ag,HTR5A inv ag
O=C1NC(c2cccs2)C(C(=O)c2ccccc2)C(O)(C(F)(F)F)N1 (centres undefined),-2.1,8,16,0.8,-3.2,2,-1,-5,2,-3.6,-15
COCCNC(=O)c1c[nH]c2cc(OC)c(OC)cc2c1=O,-1.6,5,6,1.2,-0.1,-6,2,-2,3,-1.0,2
COC(=O)C1=NN(c2ccc(Cl)cc2)C2C(=O)N(c3ccccc3OC)C(=O)C12 (centres undefined),-0.3,-6,-5,3.5,-1.2,23,-7,-8,363,0.8,-7
CC(C)(C)c1ccc(S(=O)(=O)NNC(=O)C2CCN(Cc3cccc(F)c3)CC2)cc1,-2.4,-1,-9,1.2,-1.7,-9,0,3,0,1.7,-3
CCOC(=O)CCCCNC(=O)Nc1ccccc1,-0.7,-8,11,3.8,0.2,0,0,5,-16,-2.1,-7
O=S1(=O)CCS(=O)(=O)C1c1ccccc1,1.0,-10,11,0.7,-0.7,1,-8,-3,-10,-2.1,3
COC(=O)CN1C(=S)N(c2ccc(OC)cc2)C(=O)/C1=C/c1cccs1,1.8,5,17,4.8,1.3,7,1,-5,11,-3.5,32
O=C(NCc1ccco1)C(c1ccncc1)N(C(=O)Cn1nnc2ccccc21)c1ccccc1F (centres undefined),0.6,-13,8,1.5,-0.9,2,-2,-5,2,-1.0,7
CN1CCN(CCCNc2c(C=O)c(=O)[nH]c3ccccc23)CC1,.,-12,7,1.5,.,-18,-1,-6,13,-1.5,2
CC1(C)CC(NC(=O)c2cc([N+](=O)[O-])cc([N+](=O)[O-])c2)CC(C)(C)N1,4.8,-6,-27,3.5,-0.5,-28,-2,7,9,5.2,-7
O=C(CSc1ccc(-c2cccnc2)nn1)Nc1ccccc1C(F)(F)F,-1.5,3,4,0.9,2.6,.,6,3,8,-0.7,-15
CCOc1ccc(NS(=O)(=O)c2ccc(NC(=S)NC(=O)C(C)C)cc2)cc1,4.3,-1,2,2.4,0.6,16,-8,16,-4,-0.5,16
O=C(CCC(=O)N(CC(=O)NC1CCCCC1)Cc1ccccc1)Nc1ccccn1,0.3,4,14,3.3,1.7,-14,-12,-8,8,-2.6,2
CCOC(=O)CC1(NC(=O)c2cc(COc3c(F)cccc3F)on2)CCCCC1,2.6,3,-7,-0.2,0.2,2,-2,10,.,1.4,8
COC(=O)c1cc(-c2ccc(Cl)cc2)n(-c2ccc(S(N)(=O)=O)cc2)n1,0.4,-1,16,3.3,-0.7,8,-2,-5,-17,-2.7,15
Cc1ccc(/C=C2/SC(=O)N(CC(=O)N3CCOCC3)C2=O)s1,0.9,-5,17,3.4,-3.2,-3,-7,-7,359,-3.1,28
CC(C)n1nc(C(=O)NNC(=O)c2ccncc2)c2ccccc2c1=O,0.0,11,-6,4.3,-0.2,.,-7,-1,-14,1.0,14
COc1ccc(-n2nc(C(=O)NCC(=O)NCc3ccc(F)cc3)c3ccccc3c2=O)c(OC)c1,.,0,21,5.9,.,-21,-7,-8,.,-3.8,24

An excerpt of these results, with values under each structure:
Each structure is followed by: AddAB inh | PKA-R2B activ | MOR-DOR inv ag | phage Ecoli inh | Ecoli viability | PfHsp90 set2 | PKA-R1A activ | Tat transport | SUMO Mot1 rescue | OPRM1-OPRD1 ag | HTR5A inv ag
- O=C(NC(=O)c1csnn1)Nc1ccccc1Cl
 : -0.2 | -4 | 8 | 4.3 | -0.7 | 0 | 7 | 7 | -9 | -1.4 | -8
- O=C(c1ccco1)N1CCN(C(=O)c2ccccc2Oc2ccccc2)CC1
 : 0.2 | -4 | 20 | 2.5 | -1.3 | 7 | -5 | 1 | 181 | -3.6 | -13
- Cc1cc2c(cc1C)NC(=O)CC(c1ccccc1)=N2
 : . | -6 | -3 | 4.4 | . | -10 | 2 | 5 | . | 0.8 | -5
- C/C(=N\NC(=O)c1c(Cl)c(C)nn1C)c1cccc(NC(=O)COc2ccc(Cl)cc2)c1
 : -0.9 | 1 | 1 | 0.8 | 0.4 | -5 | -16 | 15 | -21 | -0.1 | -2
- COc1ccc([N+](=O)[O-])cc1NC(=O)c1cc(C)c(C)o1
 : -0.2 | 4 | -22 | 5.4 | -1.1 | -7 | 0 | 0 | 8 | 3.1 | 5
- CC(C(=O)Nc1nc2ccccc2s1)n1cc([N+](=O)[O-])cn1 (centres undefined)
 : 1.0 | -4 | 4 | 1.6 | -3.1 | -3 | -5 | -3 | -10 | -0.9 | 11
- Cn1c(C(=O)O)c(CC(=O)Nc2ccccc2F)c2ccccc21
 : 0.6 | -4 | 5 | 0.2 | -1.5 | 27 | -13 | 0 | -1 | -1.0 | 3
- CCOC(=O)/C=C(/C)N1N=C(c2ccc(OC)cc2)CC1c1cccc([N+](=O)[O-])c1 (centres undefined)
 : 2.9 | 7 | -8 | -0.1 | 0.2 | -35 | -1 | 4 | -2 | 1.5 | -9
- CCc1nccn1S(=O)(=O)c1ccc(C)c(C)c1
 : 3.5 | -15 | 2 | 2.7 | -2.5 | -19 | -4 | 10 | -24 | -0.5 | -17
